Screens: PubChem, National Center for Advancing Translational Sciences (NCATS)
aSyn yeast inh – rescues yeast growth from alpha-synuclein toxicity; Yeast expressing alpha-synuclein, growth rescue, BacTiter-Glo, 24 h; Potency, µM (series often up to 46.1 µM), inactives show top-dose growth rescue (activation), actives largely listed as activators; 370,000 tested, 0.14% active; note: potency is the fitted concentration of half-maximal effect; % of control where 0% means no effect; nearly all actives have a fitted effect of over 65% in size
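Readout is rescue of growth in alpha-synuclein-expressing yeast, so inhibitors of toxicity appear as activators. Growth after 24 hr at 30 deg C in galactose medium is quantified by luminescence.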
PTHR1 agonist – activates the human parathyroid hormone receptor PTHR1 | Potency, µM (top dose mostly 115 µM), inactives show at the top dose activation, usual class: activators | Q03431 | HEK293 GP2 PTHR1 cells, GloSensor cAMP luminescence, 1 h | 410,000 tested, 0.075% active; note: potency is the fitted concentration of half-maximal effect; nearly all actives have a fitted effect of over 55% in size; some results filed as inactive show a strong effect at the top dose; inactives centre near -15; many of its hits are not listed in these tables
Target sequence (Q03431 whole entry, looked up): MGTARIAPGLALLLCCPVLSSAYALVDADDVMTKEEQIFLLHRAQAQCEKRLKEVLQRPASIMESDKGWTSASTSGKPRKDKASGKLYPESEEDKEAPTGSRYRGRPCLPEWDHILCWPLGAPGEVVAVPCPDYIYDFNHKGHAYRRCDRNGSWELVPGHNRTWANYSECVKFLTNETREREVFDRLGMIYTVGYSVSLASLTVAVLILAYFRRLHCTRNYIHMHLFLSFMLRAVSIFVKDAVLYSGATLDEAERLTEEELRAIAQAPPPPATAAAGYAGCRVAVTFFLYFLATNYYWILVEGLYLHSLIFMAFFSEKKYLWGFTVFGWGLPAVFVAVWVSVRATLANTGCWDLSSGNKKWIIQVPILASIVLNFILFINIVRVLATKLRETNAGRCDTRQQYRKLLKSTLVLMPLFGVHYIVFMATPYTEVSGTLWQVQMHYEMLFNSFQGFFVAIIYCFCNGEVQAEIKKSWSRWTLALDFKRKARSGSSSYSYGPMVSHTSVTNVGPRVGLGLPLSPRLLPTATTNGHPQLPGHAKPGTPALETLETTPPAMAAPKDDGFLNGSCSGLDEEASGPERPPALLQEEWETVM
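HEK-293-derived GP2 cells expressing PTHR1 and a GloSensor cAMP reporter, 3,000/well, plated overnight, given luciferin plus IBMX (each 0.5 mM as added) for 1 h at 37 °C, then compound for 1 h at 37 °C. Luminescence was read after 15 min at room temperature.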
TDP-43 yeast inh – rescues yeast growth from TDP-43 toxicity | TDP-43 expressing yeast growth rescue, BacTiter-Glo, 24 h | Potency, µM (titrated, usually from 46.1 µM), for inactives: at the top dose growth rescue (activation), actives largely listed as activators | 410,000 tested, 1.8% active; note: potency is the fitted concentration of half-maximal effect; % of control where 0% means no effect; nearly all actives have a fitted effect of over 50% in size
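Growth rescue of TDP-43-toxic yeast measured as ATP luminescence (BacTiter-Glo). Cells grown to mid-log in raffinose, induced in galactose at OD600=0.02, exposed to compound 24 hr at 30 deg C.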
GLP1R inv ag – GLP-1 receptor (human) inverse agonism; P43220; HEK293 GLP-1R CRE-luciferase, luminescence, 24 h; GLP-1R form is constitutively active; Potency, µM (doses to about 38.3 µM), without a hit: top-dose activity change, negative = inhibition, most hits filed as inhibitors; 410,000 tested, 1.6% active; AID 624417; note: potency is the fitted concentration of half-maximal effect; % is set by controls: 0 for no effect and ±100 for the full control effect; nearly all actives have a fitted effect of over 55% in size
Target sequence (P43220 whole entry, looked up): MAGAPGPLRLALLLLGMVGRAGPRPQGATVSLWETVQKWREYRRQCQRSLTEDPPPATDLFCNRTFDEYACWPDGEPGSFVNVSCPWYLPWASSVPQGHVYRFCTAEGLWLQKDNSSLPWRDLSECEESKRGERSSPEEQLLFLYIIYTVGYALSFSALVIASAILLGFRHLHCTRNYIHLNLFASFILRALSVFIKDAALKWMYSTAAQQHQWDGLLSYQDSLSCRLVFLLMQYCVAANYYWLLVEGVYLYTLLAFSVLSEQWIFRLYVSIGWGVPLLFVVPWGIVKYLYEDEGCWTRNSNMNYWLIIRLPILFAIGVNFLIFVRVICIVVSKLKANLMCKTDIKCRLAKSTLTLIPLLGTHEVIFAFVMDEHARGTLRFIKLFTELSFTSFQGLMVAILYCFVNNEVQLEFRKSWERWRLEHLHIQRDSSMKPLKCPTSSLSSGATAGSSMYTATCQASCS
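Constitutively active GLP-1R drives a cAMP-responsive luciferase in stably transfected HEK293 cells; test compounds are added after overnight (12 h) attachment and left 24 hr, and signal loss in luminescence marks inhibition.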
pAkt inh – inhibitors of Akt phosphorylation | Neuro2A IGF-stimulated pAkt S473 HTRF, 20 min; stronger effect = lower value | activity change, % for hits at 50 µM | 360,000 tested, 0.32% active | AID 651550; in the data active = activity change below about -80%; inconclusive = mostly about -51% to -80%; note: % is set by controls: 0 for no effect and ±100 for the full control effect
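Neuro2A cells in DMEM with 0.5% FBS, overnight at 37 deg C, given compound at single 50 µM final, then IGF (6 nM final) for 20 min at 37 deg C. Lysed; phospho-Akt Ser473 by HTRF after 24 h, 665/615 ratio.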
HEK293 tox – cytotoxicity in counter-screen for GLP-1R inverse agonists; HEK293 cAMP-luciferase reporter cells, luminescence, 24 h; Potency, µM (doses to about 38.3 µM), inactives show at the highest dose activity change, negative = inhibition, actives largely listed as inhibitors; 410,000 tested, 0.13% active; AID 624418;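 note: loss of luciferase light is scored as toxicity; potency is the fitted concentration of half-maximal effect; % is set by controls: 0 for no effect and ±100 for the full control effect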
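Step one: seed cells (200 cells/uL, DMEM with 10% Nu serum, 1% pen-strep). Step two: 12-hour incubation at 37 deg C. Step three: pin 23 nL compound, incubate 24 hr. Step four: add luciferase reagent, read luminescence 12 min later.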
Abeta rescue – A-beta toxicity reversal in yeast; yeast expressing A-beta42, growth rescue, OD600, 48 h; response scale: 0% DMSO, 100% iron-clioquinol control; Potency, µM (top dose mostly 46.1 µM), without a hit: top-dose growth rescue, most hits filed as activators; 410,000 tested, 0.063% active; AID 1347071; note: potency is the fitted concentration of half-maximal effect; nearly all actives have a fitted effect of over 55% in size
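Growth rescue measured by 600 nm absorbance after 48 h yeast culture at 30 C with compound. Values normalized between DMSO and an equimolar ferric chloride plus clioquinol control.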
FUS yeast rescue – FUS proteinopathy suppression in yeast. Potency, µM (titrated, usually from 76.6 µM), for the others: at the top dose growth rescue (activation), most hits filed as activators. AID 1347120. 390,000 tested, 0.24% active. S. cerevisiae FUS-expressing, growth rescue, OD600, 24 h;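 note: potency is the fitted concentration of half-maximal effect; plate controls were DMSO vehicle for no effect and reference control for full effect; nearly all actives have a fitted effect of over 55% in size; some results filed as inactive show a strong effect at the top dose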
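Absorbance at 600 nm, taken 24hr after compound addition, measured rescue of FUS-yeast growth at 30C. Induction used 2% galactose with seeding at OD 0.005. Controls: CP55940 from 92uM final, DMSO only.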
Mm-Cpn inhibitor – blocks the Methanococcus maripaludis chaperonin Mm-Cpn | purified Mm-Cpn ATPase, ADP Transcreener TR-FRET | Potency, µM (series often up to 76.9 µM), inactives show at the highest dose activity, negative = inhibition, actives largely listed as inhibitors | 330,000 tested, 0.031% active | AID 504842; note: potency is the fitted concentration of half-maximal effect; % is set by controls: 0 for no effect and ±100 for the full control effect; nearly all actives have a fitted effect of over 80% in size
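Measured: ADP formation by purified Mm-CPN. Conditions: 25 nM protein, 10 uM ATP, Tris pH 7.4 with Mg2+, K+ and DTT, 37°C for 30 min. Detection: Transcreener HTRF after 30 min at room temperature.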
Numbers without * were called inactive; i = inactive; ? = inconclusive; . = no result given; [ ] = dose if it differs, or a comment. Unless noted, calls come from the whole dose curve; as a rule, active = well fitted curve in the direction sought with a large enough effect; inconclusive = small, poorly fitted or top-dose-only effect, or another doubt; inactive = no such curve, though single readings can be large; an effect the other way counts as inactive or inconclusive.

SMILES,TDP-43 yeast inh,PTHR1 agonist,Abeta rescue,Mm-Cpn inhibitor,aSyn yeast inh,HEK293 tox,pAkt inh,FUS yeast rescue,GLP1R inv ag
CC1(NC(=O)CSc2nnc(-c3ccco3)n2Cc2ccccc2)CCS(=O)(=O)C1 (stereo not drawn),14%,-23%,2%,-2%,3%,5%,i,16%,21%
N#Cc1ccc(C(c2nnnn2C2CCCC2)N2CCC(Cc3ccccc3)CC2)cc1 (stereo not drawn),13%,i,20%,0%,-5%,-6%,i,23%,1%
CCOC(=O)C(C(C)=O)c1c(Br)c(O)c(O)c2c(C(=O)c3ccc(C)cc3)coc12 (stereo not drawn),-16%,-30%,-4%,-1%,3%,?,i,?,-13%
COc1ccc(C(C#N)CCC2OCCO2)cc1OC (stereo not drawn),7%,-13%,-25%,2%,-1%,5%,i,-26%,48%[activator]
CCC1CCC(N2CCN(c3cccc(OC)c3)CC2)CC1 (stereo not drawn),15%,-20%,7%,0%,3%,-9%,i,-14%,-17%
O=C1CC(NCc2ccncc2)C(=O)N1c1ccccc1 (stereo not drawn),7%,i,-1%,2%,11%,-26%,i,20%,2%
COc1cc(C(=O)NC2CC(=O)N(c3cccc(F)c3)C2)cc(OC)c1OC (stereo not drawn),23%,i,-6%,.,.,-5%,.,11%,5%
O=C(CCc1c[nH]c2ccccc12)N=Nc1c(O)[nH]c2ccccc12,-7%[0.397 µM],-3%,3%,-4%,0%,?,i,12%,16%
Cc1ccc(C2c3c(oc4ccccc4c3=O)C(=O)N2CCCN2CCOCC2)o1 (stereo not drawn),-5%,i,-3%,0%,-7%,11%,i,24%,2%
COc1ccc(C(=O)OCC(=O)NCc2ccco2)cc1S(=O)(=O)N1CCN(c2cccc(Cl)c2)CC1,-14%,-4%[57.5 µM],5%,-1%,-3%,-17%,i,?,?
O=C(OCc1cc(=O)n2nc(-c3cccs3)sc2n1)c1ccc(F)cc1,5%,i,-5%,.,.,-4%,.,6%,17%
CN(CC(=O)NCCc1ccc(F)cc1)Cc1cccc(Cl)c1,19%,-19%,1%,1%,0%,13%,i,6%,?
Cc1ccc(S(=O)(=O)NC(C)(C)CSc2nncn2C)cc1,-21%,21%[57.5 µM],0%,1%,-10%,1%,.,27%,0%
CC[C@]1(c2ccccc2OC)ON(c2ccccc2C(F)(F)F)C1=O,-44%[inhibitor],-24%,-39%[inhibitor],2%,-27%,?,i,-24%,?
CC(C)CCNC(=O)C1CCN(c2nnc(-n3cccc3)s2)CC1,25%,-3%,-19%,-1%,-1%,0%,i,-4%,-21%
CC(=O)/C=C\c1ccccc1OC(=O)c1cc2ccccc2oc1=O,16%,-3%,-1%,-5%,7%,8%,i,-13%,16%
CC(C)CCNC(=O)c1cccc(S(=O)(=O)N2CCc3ccccc32)c1,3%,i,18%,0%,-2%,-3%,i,1%,?
O=C(CSC1=NCCS1)N1CCc2ccccc21,?,-22%,25%,1%,?,-6%,i,6%,13%
COc1cccc(-c2ncc3ccccc3c2COC(=O)CCCC(=O)O)c1,-15%,-5%,0%,2%,1%,-2%,i,-20%,17%
c1ccc(-c2ccccc2OCCN2CCCCC2)cc1,0%,-4%,-1%,-3%,2%,-5%,i,.,0%
C(=C\c1nc(N2CCCCCC2)c2ccccc2n1)/c1ccccc1,-8%,-31%[inhibitor],-18%,0%,-13%,?,i,31%,?
O=C(CC1CCCCC1)NCCCN1CCOCC1,-11%,-5%[57.5 µM],19%,1%,-1%,4%,.,22%,1%
Cc1ccc2scc(N3CCN(c4ccc(F)cc4)CC3)c(=O)c2c1,14%,i,21%,.,.,-14%,.,7%,-11%
COc1cccc(CNC(=O)c2ccc(Cl)c(NC3=NC4CS(=O)(=O)CC4S3)c2)c1 (stereo not drawn),0%,i,-3%,2%,-6%,-12%,i,14%,10%
COc1ccccc1-n1c(=O)c(C#N)c(-c2ccc([N+](=O)[O-])cc2)c2cc(C(=O)c3ccccc3O)cnc21,6%,-12%,-1%,-4%,3%,-3%,i,44%,-15%
COc1ccccc1NC(=O)c1nnn(Cc2ccccc2)c1NC(C)=O,-2%,i,1%,-2%,1%,-10%,i,17%,-4%
Cc1sc2nc(C)n(/N=C/c3ccc(O)cc3)c(=O)c2c1C,7%,7%,-2%,-2%,.,4%,.,5%,0%
Cc1snc2sc(C(=O)c3ccc(Br)cc3)c(N)c12,3%,-19%,4%,1%,-5%,86%[activator],i,4%,38%[activator]
CCCc1cc(C(=O)NNC(=S)NCc2ccccc2)cs1,-4%,i,-12%,.,-1%,-5%,i,20%,?
COc1ccc(/C=C/C(=O)NC(=S)NNC(=O)Cc2cccs2)cc1OC,10%,-6%[57.5 µM],4%,2%,-6%,16%,i,12%,3%
COc1ccc(/C=N/NC(=O)c2cc(C34CC5CC(CC(C5)C3)C4)[nH]n2)cc1O,23%,-29%,17%,2%,2%,-28%,i,33%,?
COC(=O)N(C)C[C@@H]1OCc2cnnn2CCCC(=O)N([C@H](C)CO)C[C@@H]1C,0%,-10%,3%,.,0%,-20%,i,-23%,2%
COc1ccc(S(=O)(=O)N2CCc3ccccc32)cc1OC,-2%,-19%,-9%,-2%,15%,11%,i,9%,5%
CCOC(=O)C1CCCN(S(=O)(=O)c2cc(-c3onc(C)c3C)ccc2OC)C1 (stereo not drawn),?,-16%,7%,.,.,-10%,.,28%,-9%
NC1CCCCC1N=Cc1c(O)n(CCc2ccc(F)cc2)c(=O)[nH]c1=O (stereo not drawn),-5%,i,-2%,1%,-5%,-13%,i,19%,1%
Cc1cc(CNC(=O)COc2ccccc2F)c2ccccc2n1,12%,-37%[inhibitor],-1%,2%,0%,6%,i,4%,-2%
COC(=O)c1c(NC(=O)C(=O)N2CCCC2)sc2c1CC(C)(C)OC2,1%,i,-3%,-2%,?,0%,i,-21%,8%
O=C1CSC(c2ccccc2[N+](=O)[O-])N1c1ccccc1 (stereo not drawn),7%,i,-34%[inhibitor],0%,-2%,-2%,i,1%,6%
CCc1cc(OCCN(C)C)ccc1Cl,-3%,-15%,-16%,0%,6%,6%,i,0%,-4%
O=C(CSc1nc2ccccc2s1)NCCOc1ccc(Cl)cc1,-5%,-25%,0%,1%,2%,-1%,i,1%,?
CC(C)Oc1ccc(CNC(=O)C2CCN(Cc3cc4ccccc4n3Cc3ccccc3)CC2)cc1,-4%,-15%,3%,.,.,9%,.,4%,?
O=C(c1cc(-c2ccc(O)cc2)on1)N1CCOCC1,-1%,-22%,2%,1%,0%,-4%,i,11%,-23%
O=C(/C=C/c1ccccc1[N+](=O)[O-])Nc1ccccc1,-26%,-27%,-14%,-1%,-12%,-20%,i,-15%,-17%
CN(CC(=O)NC(=O)NCc1ccccc1)CC(=O)Nc1ccc(Cl)c(C(F)(F)F)c1,-3%,-49%[inhibitor],19%,0%,1%,-25%,i,?,7.9µM*
COCCNC(=O)c1onc(CSc2ccc(Cl)cc2)c1C(=O)O,10%,-20%,-1%,-2%,-2%,1%,i,-24%,?
Cc1[nH]n(-c2ccc([N+](=O)[O-])cc2)c(=O)c1C=NCCN1CCN(C(=O)c2ccc(F)cc2)CC1,12%,-40%[inhibitor][57.5 µM],29%,0%,-1%,2%,i,12%,-5%
COc1ccc(CCNC(=O)C2CCCN(S(=O)(=O)c3ccc(F)cc3)C2)cc1OC (stereo not drawn),-14%,-8%,11%,2%,-2%,8%,i,6%,6%
CCn1c(/C=C/c2c[nH]c3ccccc23)nc2ccccc2c1=O,-7%,-10%,6%,-1%,2%,14%,i,-5%,1%
O=C(O/N=C(\c1ccccc1)c1ccncc1)c1ccccc1Cl,4µM*,-52%[inhibitor],-27%,2%,?,8%,i,28%,31%
COC(=O)C1CC(O)CN1S(=O)(=O)c1ccc2ccccc2c1 (stereo not drawn),10%,i,-17%,5%,-8%,3%,i,-13%,13%
CC1CN(C(=O)COC(=O)c2cc(Cl)ccc2[N+](=O)[O-])CC(C)O1 (stereo not drawn),-9%,-19%,-14%,-1%,-4%,-3%,i,33%,5%
O=C(c1ccco1)N1C(=O)c2cccc3c(S(=O)(=O)N4CCCC4)ccc1c23,-1%,-14%,-5%,0%,-4%,28%,i,-6%,23%

Structures from the list above with a CF3 group:
SMILES,TDP-43 yeast inh,PTHR1 agonist,Abeta rescue,Mm-Cpn inhibitor,aSyn yeast inh,HEK293 tox,pAkt inh,FUS yeast rescue,GLP1R inv ag
CC[C@]1(c2ccccc2OC)ON(c2ccccc2C(F)(F)F)C1=O,-44%[inhibitor],-24%,-39%[inhibitor],2%,-27%,?,i,-24%,?
CN(CC(=O)NC(=O)NCc1ccccc1)CC(=O)Nc1ccc(Cl)c(C(F)(F)F)c1,-3%,-49%[inhibitor],19%,0%,1%,-25%,i,?,7.9µM*

These rows are one share of the data; rates above refer to the full screens.
